Assay outcomes deposited in PubChem by The Scripps Research Institute Molecular Screening Center.
Tn7 DDE FP = inhibitors of Tn7 peptide binding to fibrin DD(E), primary screen, biochemical, fluorescence polarization, human fibrin, Tn7 probe | Fibrinogen beta chain (Homo sapiens), P02675 | inhibition, % at 8.3 µM | actives 0.13% (n = 370,000) | FP displacement of FITC-Tn7 peptide from fibrin DD(E); 0% = median of compound wells per plate;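 active = inhibition above the mean of compounds falling within the control limits plus 3 SD of them, cut at about 14% in these data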;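 note: 0% = plate median of compound wells and 100% = 10 µM Aha-Tn7 peptide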
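assay system = human clot-derived fibrin DD(E) complex | quantity = Fibrin-DD(E) at 2 µM final | timing = 10 min preincubation, 3 h with tracer, room temperature | signal = fluorescence polarization | measure = percent inhibition | benchmarks = high control wells with 10 µM unlabelled Aha-Tn7 peptide (full inhibition) | replicates = singlicate testing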
ARFGAP1 inhibitor = inhibitors of rat ARFGAP1 GAP activity, primary screen, biochemical, fluorescence polarization, GDP tracer. ADP-ribosylation factor GTPase-activating protein 1 (Rattus norvegicus), Q62848. Arfgap1-stimulated ARF1 GTP hydrolysis, GDP FP detection. inhibition, % at 16.5 µM. actives 0.26% (n = 360,000). AID 651572, 2012;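 active = inhibition above a per-plate limit, mean inhibition of low control wells plus 3 SD, cut at about 25% in these data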;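 note: 0% = DMSO wells with enzyme and 100% = wells lacking Arfgap1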
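System: truncated rat Arfgap1 GAP domain / Benchmarks: high control wells lacking Arfgap1, low control full reaction with DMSO / Times: compound-enzyme preincubation 20 min, reaction 120 min, detection 60 min, 25 °C / Repeats: one replicate per compound / Also added: human ARF1(Δ1-17)-GTP substrate / Measured by: Tracer-displacement fluorescence polarization with EDTA stop, 620/688 nm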
Tn6 DDE FP = inhibitors of Tn6 peptide binding to fibrin DD(E), primary screen, biochemical, fluorescence polarization, human fibrin, Tn6 probe. Fibrinogen beta chain (Homo sapiens), P02675. Fibrin DD(E) TRITC-Tn6 fluorescence polarization displacement. inhibition, % at 8.3 µM. actives 0.21% (n = 370,000). AID 720509, 2013;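 active = inhibition above a per-campaign cutoff: mean of compounds within control limits plus 3 SD, cut at about 15% in these data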;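 note: 0% = median of all compound wells on the plate and 100% = blocking peptide control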
TDP2 inh = human TDP2 enzyme inhibitors, primary screen, biochemical, epi absorbance, recombinant enzyme | T5PNP hydrolysis, p-nitrophenol absorbance 415 nm | inhibition, % at 12.8 µM | actives 0.34% (n = 370,000) | AID 720702, 2013;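 active = inhibition above the mean of all tested compounds plus 3 SD, set per campaign, cut at about 25% in these data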;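 note: 0% = DMSO with enzyme and 100% = buffer with substrate but no TDP2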
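Evaluation: % inhibition relative to enzyme-containing and enzyme-free wells. Material: recombinant human TDP2. Benchmarks: enzyme-free and DMSO wells. Timing: enzyme reaction with compound for 2 h at 37 °C. Compound dosing: 12.8 µM only. Measured by: p-Nitrophenol epi absorbance. Reagent: T5PNP substrate at 5 mM, a TopII-DNA adduct mimic. Replication: single well per compound.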
PLCg1 inh = PLC-gamma1 enzyme inhibitors, primary screen, biochemical, fluorescence, purified enzyme; 1-phosphatidylinositol 4,5-bisphosphate phosphodiesterase gamma-1 (Homo sapiens), P19174; fluorogenic substrate; inhibition, % at 12.2 µM; actives 0.84% (n = 370,000); AID 720700, 2013; in the data active = inhibition above about 9.5%
LEDGF integ inh = blockers of LEDGF/p75-dependent integrase strand transfer – biochemical, TR-FRET, high throughput, primary screen; HIV-1 integrase (with human LEDGF/p75); TR-FRET IN-LEDGF/p75 DNA integration, Eu/Cy5; inhibition, % at 3.7 µM; actives 0.64% (n = 370,000); AID 743269, 2014;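 active = inhibition above the screen-wide mean plus 3 SD, cut at about 13% in these data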;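 note: signal is the Cy5 over europium emission ratio at 671 and 618 nm; 0% = plate median of compound wells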
ASAP1 GAP inh = inhibitors of human ASAP1 ArfGAP activity, primary screen, biochemical, fluorescence polarization; Arf-GAP with SH3 domain, ANK repeat and PH domain-containing protein 1 (Homo sapiens), …; ASAP1-stimulated ARF1 GTP hydrolysis, GDP FP detection; inhibition, % at 16.5 µM; actives 0.19% (n = 360,000); in the data active = inhibition above about 25%;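 note: 0% = vehicle with enzyme and substrate and 100% = no enzyme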
Target sequence (Q9ULH1 325-724 limits assumed): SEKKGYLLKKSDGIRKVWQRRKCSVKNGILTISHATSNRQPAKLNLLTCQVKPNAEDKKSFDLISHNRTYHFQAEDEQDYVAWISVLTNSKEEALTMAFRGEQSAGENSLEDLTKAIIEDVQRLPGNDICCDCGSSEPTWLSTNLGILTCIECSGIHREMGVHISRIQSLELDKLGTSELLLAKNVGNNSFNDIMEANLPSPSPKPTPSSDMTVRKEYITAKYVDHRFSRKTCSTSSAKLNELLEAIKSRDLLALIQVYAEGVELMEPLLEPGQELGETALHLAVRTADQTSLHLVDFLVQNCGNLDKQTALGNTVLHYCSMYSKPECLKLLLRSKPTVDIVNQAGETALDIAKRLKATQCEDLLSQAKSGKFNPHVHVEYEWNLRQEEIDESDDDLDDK
ADAM10 inh = human ADAM10 inhibitors, primary screen, biochemical, QFRET, HTS; recombinant ADAM10, EDANS/DABCYL FRET peptide cleavage, 3 h; inhibition, % at 7 µM; actives 0.62% (n = 370,000);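 active = inhibition above a per-campaign cutoff equal to the mean of compounds falling between control-based bounds plus 3 SD, cut at about 20% in these data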;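 note: 0% = DMSO wells while the 100% control is not disclosed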
KLK7 zymogen act = proKLK7 zymogen activators, primary screen, biochemical, fluorescence intensity; Kallikrein-7 (Homo sapiens), P49862; purified proKLK7, EDANS-DABCYL substrate fluorescence; 100% is mature enzyme control, 0% vehicle; activation, % at 7 µM; actives 0.9% (n = 370,000); AID 652039, 2013;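 active = activation above the mean of all tested compounds plus 3 SD, computed per campaign excluding outliers beyond control limits, cut at about 13% in these data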
ADAM17 inh = ADAM17 inhibitors, primary screen, biochemical, QFRET. recombinant ADAM17, EDANS/DABCYL FRET peptide cleavage. Disintegrin and metalloproteinase domain-containing protein 17 (Homo sapiens), P78536. actives 0.83% (n = 370,000). AID 720648, 2013. inhibition, % at 6.95 µM;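 active = inhibition above the mean of compounds lying between control limits plus 3 SD, set per campaign, cut at about 8.5% in these data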;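 note: 0% = DMSO-only wells as the low control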
Target sequence (P78536 215-824 limits assumed): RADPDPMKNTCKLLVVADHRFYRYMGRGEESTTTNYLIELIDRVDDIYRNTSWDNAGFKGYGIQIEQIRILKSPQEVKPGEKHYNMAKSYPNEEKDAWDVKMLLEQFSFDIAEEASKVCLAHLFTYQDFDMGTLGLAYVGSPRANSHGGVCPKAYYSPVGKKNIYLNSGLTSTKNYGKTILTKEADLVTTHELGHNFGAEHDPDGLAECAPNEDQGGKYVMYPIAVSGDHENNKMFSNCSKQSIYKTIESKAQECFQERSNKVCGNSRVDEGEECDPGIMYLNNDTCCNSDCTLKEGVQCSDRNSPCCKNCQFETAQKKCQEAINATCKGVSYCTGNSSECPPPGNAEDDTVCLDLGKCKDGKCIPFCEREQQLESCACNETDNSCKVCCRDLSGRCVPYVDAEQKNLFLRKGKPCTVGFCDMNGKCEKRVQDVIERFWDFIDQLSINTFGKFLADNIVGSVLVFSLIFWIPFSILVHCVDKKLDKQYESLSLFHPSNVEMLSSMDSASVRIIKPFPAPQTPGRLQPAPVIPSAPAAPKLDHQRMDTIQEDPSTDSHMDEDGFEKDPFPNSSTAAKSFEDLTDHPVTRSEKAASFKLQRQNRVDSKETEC
Numbers without * were called inactive; i = inactive; / = no result given. Rows were taken by chance; about 4.2% have a hit in one of these screens.

SMILES	Tn7 DDE FP	ARFGAP1 inhibitor	Tn6 DDE FP	TDP2 inh	PLCg1 inh	LEDGF integ inh	ASAP1 GAP inh	ADAM10 inh	KLK7 zymogen act	ADAM17 inh
CN1CCN(CCCCOc2ccc(F)cc2)CC1	-2	0	2	9	4	4	-3	-3	0.1	-4
Cc1cc(C(F)F)nn1CC(=O)NC1CCCC1	4	-6	2	13	0	2	2	0	0.2	0
CC12CCC(C(=O)N3CCCCC3)(CC1=O)C2(C)C (stereo not drawn)	-5	3	0	2	-3	2	6	-3	-0.1	-6
Cc1cccnc1NC(=O)/C=C/c1ccc2c(c1)OCO2	-1	-2	-9	14	-19	7	7	-57	1.2	-19
COc1ccc(CCN2C(=O)c3ccccc3NC2c2cc(Cl)c(O)c(OC)c2)cc1 (stereo not drawn)	-11	-1	3	-22	-112	-4	4	-214	4.5	-78
O=C(NCC(c1ccco1)N1CCN(c2ccccc2)CC1)C1CCCCC1 (stereo not drawn)	-13	16	-3	-10	9	2	0	-7	-0.4	4
Cc1ccccc1OCC(=O)NNC(=O)CSc1nc(N)cc(N)n1	0	-3	3	-7	5	10	-4	-2	1.0	-2
O=C(NCc1ccccc1)[C@@H]1CCCN1C(=O)[C@@H]1CCCN1C(=O)c1cccc2ccccc12	-1	11	1	-13	7	3	0	1	0.1	6
COc1ccc(S(=O)(=O)/N=C2/NC(=O)/C(=C\c3cc(OC)c(OC)cc3[N+](=O)[O-])S2)cc1	4	-2	3	-6	-5	2	6	11	0.8	3
O=C(N/N=C(\Cc1ncc[nH]1)c1ccccc1)c1cccnc1	6	-2	1	-17	-18	-2	-10	-20	4.3	-9
O=C(Nc1c2c(nn1-c1ccccc1)CS(=O)(=O)C2)C1CC1	-8	2	0	-12	1	3	-3	0	-0.1	-1
Cc1cc(C(=O)NNC(=O)c2ccc(F)cc2)c(C)s1	3	-6	0	3	-1	-3	0	-15	-0.2	-5
O=C(O)CCC(=O)Nc1nc2ccccc2s1	0	-9	2	-1	-1	-2	3	2	0.3	-3
CS(=O)(=O)N1CCN=C1SCc1ccc(F)cc1	3	2	-1	-9	-1	-7	0	1	-0.3	-4
CCCCN(C)CCNC(=O)C(NC(=O)C1CCC(C)CC1)C(C)C (stereo not drawn)	4	4	-4	-16	7	-4	-1	7	-0.6	-4
Cc1ccc(C(=O)C[n+]2cc(-c3ccc(C)cc3)n3c2CCCCC3)cc1	2	-19	3	-3	4	2	4	-6	0.6	-2
COCC(C)N1CCC(Oc2ccc(C(=O)N3CCCC3)cc2)CC1 (stereo not drawn)	0	-6	1	10	2	0	2	-4	-0.2	-1
Cc1cc(C)n(CC(=O)NNC(=O)C2CC(=O)N(Cc3ccccc3Cl)C2)n1 (stereo not drawn)	-1	-7	-7	-14	12*	3	0	4	0.2	-1
Cc1cc(S(=O)(=O)NCc2ccccc2)ccc1OCC(=O)NCC1CCCO1 (stereo not drawn)	5	3	5	-1	-1	-2	2	-6	0.1	-2
CCOC(=O)[C@]12CCCC=C1N(CCCOC)C(=O)[C@@H]2CC(=O)NCC1CCCCC1	-2	/	2	4	-2	2	/	-10	-0.4	-4
CCOC(=O)N1CCN(C(=O)c2cnn3ccccc23)CC1	-2	-5	1	-1	-2	-6	-7	-18	-0.9	-2
CC1(C)Cc2c(c(N3CCOCC3)nc3sc(C(=O)Nc4ccc(Cl)cc4)c(N)c23)CO1	1	14	1	-18	i	5	-1	-206	-5.0	-97
NC(=O)c1ccsc1NC(=O)COC(=O)Cc1n[nH]c(=O)c2ccccc12	6	0	4	3	-3	1	-6	-4	-0.4	-3
CCOc1ccc(N2C(=O)/C(=C/c3cc(OC)c(OC)c(OC)c3)N(CC(=O)OC)C2=S)cc1	3	2	1	-1	-4	-4	11	20*	-0.8	7
COc1ccc(-c2ccc(CNCCCN3CCOCC3)o2)cc1Cl	-5	5	-1	0	1	2	-2	-1	-0.4	0
O=C(c1cccs1)N(C(=O)c1cccs1)c1ccccn1	-1	14	9	-2	3	-2	-9	0	0.8	6
Cc1ccc(S(=O)(=O)N(C)c2ccc(OCC(=O)OCc3cccc(Br)c3)cc2)cc1	-5	-1	-2	-7	0	4	-5	16	0.3	9.1*
COc1ccc(CCn2c(-c3ccccc3)nc3c(c(=O)c4ccccc4n3C)c2=O)cc1	-2	13	2	-7	-2	-4	8	-5	0.3	-2
CNCc1ccccc1Sc1cccc2ccccc12	2	-15	4	-3	4	-1	0	0	-0.1	-1
O=C(CN1C(=O)NC(Cc2ccccc2)C1=O)Nc1ccccc1F (stereo not drawn)	0	2	-3	8	1	-6	-9	-13	0.1	-4
Cc1ccc(S(=O)(=O)N2CC(CO)=CCC2c2ccccc2)cc1 (stereo not drawn)	4	-4	7	4	4	-1	-2	-6	0.2	-3
Cc1cc(-c2ccc(NS(=O)(=O)c3ccccc3)c(C)c2)ccc1NS(=O)(=O)c1ccccc1	3	1	-7	-5	4	5	2	-6	0.0	1
CC(C)NC(=O)CNc1ccc(C(F)(F)F)cc1[N+](=O)[O-]	2	11	-7	-2	-1	-4	1	5	0.2	-1
CCC(=O)Nc1cccc(NC(=S)NC(=O)c2cccc(C)c2)c1	-4	15	-2	-1	2	0	11	-1	-0.2	2
COC(=O)c1sc(NC(=S)NNC(=O)c2c(Br)c(C)nn2C)c(C(=O)OC)c1C	0	9	-5	16	-6	0	16	0	-0.3	2
O=C1NC(=O)c2cc(NC(=O)C3CCCO3)ccc21 (stereo not drawn)	3	-12	4	2	-276	-1	3	-454	-117	-110
Cc1cc(SCC(=O)N/N=C/c2ccco2)nc2ccccc12	6	6	7	-2	-4	-6	-4	3	0.5	-2
COc1ccc(C(NC(=O)c2ccc(=O)[nH]c2)C(=O)Nc2ccc(C(C)C)cc2)cc1 (stereo not drawn)	-5	8	5	-5	5	4	4	3	-0.5	-2
CC(=O)N1CCc2ccccc2C1CC(=O)O (stereo not drawn)	9	-8	7	-4	11*	9	-13	3	-0.2	-1
CC(=O)c1ccc2c(c1)OCCOCCOc1ccccc1OCCOCCO2	11	6	4	-1	3	1	-6	-18	-0.2	1

Arranged by number of heavy atoms (descending): part of the list above.
SMILES	Tn7 DDE FP	ARFGAP1 inhibitor	Tn6 DDE FP	TDP2 inh	PLCg1 inh	LEDGF integ inh	ASAP1 GAP inh	ADAM10 inh	KLK7 zymogen act	ADAM17 inh
COc1ccc(C(NC(=O)c2ccc(=O)[nH]c2)C(=O)Nc2ccc(C(C)C)cc2)cc1 (stereo not drawn)	-5	8	5	-5	5	4	4	3	-0.5	-2
CC(=O)c1ccc2c(c1)OCCOCCOc1ccccc1OCCOCCO2	11	6	4	-1	3	1	-6	-18	-0.2	1
CCC(=O)Nc1cccc(NC(=S)NC(=O)c2cccc(C)c2)c1	-4	15	-2	-1	2	0	11	-1	-0.2	2
CC(C)NC(=O)CNc1ccc(C(F)(F)F)cc1[N+](=O)[O-]	2	11	-7	-2	-1	-4	1	5	0.2	-1
O=C1NC(=O)c2cc(NC(=O)C3CCCO3)ccc21 (stereo not drawn)	3	-12	4	2	-276	-1	3	-454	-117	-110
CC(=O)N1CCc2ccccc2C1CC(=O)O (stereo not drawn)	9	-8	7	-4	11*	9	-13	3	-0.2	-1

The listing continues:
SMILES	Tn7 DDE FP	ARFGAP1 inhibitor	Tn6 DDE FP	TDP2 inh	PLCg1 inh	LEDGF integ inh	ASAP1 GAP inh	ADAM10 inh	KLK7 zymogen act	ADAM17 inh
C=CCn1c(Sc2ccccc2)nc2c1c(=O)[nH]c(=O)n2C	-1	-12	-4	5	1	-4	-17	-4	0.6	1
CCc1ccc(/C=N/N2CCN(c3ccccn3)CC2)cc1	4	0	-1	-7	0	4	-11	-6	0.1	-2
CCCC1(C(=O)OC)NC(c2cc(OC)c(OC)c(OC)c2)C2C(=O)N(CC)C(=O)C21 (stereo not drawn)	6	7	3	-6	2	2	-3	-2	-0.5	1
Cc1cccc(N(CC(=O)NC(C)C)C(=O)CCC(=O)Nc2nccs2)c1	-5	5	1	2	0	4	-10	1	0.3	2
COCc1ccc(C(=O)N2CCCCC2C(=O)Nc2ccc(-n3nc(C)cc3C)cc2)o1 (stereo not drawn)	-2	11	0	1	1	-4	2	-4	0.3	-9
O=C(O)Cn1nnn(-c2ccccc2)c1=S	6	12	-4	11	-1	-3	18	-3	-0.4	0
Cn1c(NC(=O)C[n+]2cc(-c3ccc(Cl)c(Cl)c3)n3c2CCC3)cc(=O)n(C)c1=O	-3	-7	4	0	3	1	-6	3	-0.1	2
NC(=O)c1ccsc1NC(=O)COC(=O)COc1ccc(C=O)cc1	3	-1	-7	3	-4	-6	6	-17	-0.3	0
